Source: PubChem BioAssay
Alkaline phosphatase = human TNAP enzyme inhibitors, biochemical, luminescent (AID 518). Alkaline phosphatase, tissue-nonspecific isozyme (Homo sapiens). purified TNAP enzyme, luminescent substrate readout; higher % means a stronger effect. inhibition, % at 20 µM; hits with a dose series show IC50 in µM. actives 0.09% (n = 64,000); in the data active = a potency from the dose series; inactive = the rest, 99 in 100 with inhibition below about 22%;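 note: plate controls were vehicle for no effect and reference inhibitor for full effect; many of its hits are not listed in these tables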
HPDE-C7 viability = cytotoxicity in HPDE-C7 cells, cell-based, fluorescence, HTS (AID 430). HPDE-C7 pancreatic duct cells viability, fluorescence; higher % means a stronger effect. cytotoxicity, % at 10 µM, or EC50 in µM where a hit was titrated. actives 1.8% (n = 63,000);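 note: cells exposed to compound for 48 hours before viability readout; 0% = vehicle and 100% = reference cytotoxic drug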
Bfl-1 inhibitors = Bfl-1 inhibitors, primary screen, biochemical, fluorescence polarization, FITC-Bid, mouse (AID 432). actives 0.02% (n = 64,000). Bcl-2-related protein A1 (Mus musculus). displacement, % at 20 µM, or IC50 in µM where a hit was titrated. FITC-Bid BH3 peptide fluorescence polarization displacement; higher % means a stronger effect; in the data active = a potency from the dose series; inactive = the rest, 99 in 100 with displacement below about 15%; note: strong numbers were not always called active
LYP phosphatase = LYP phosphatase inhibitors, primary screen, biochemical, DiFMUP fluorescence, recombinant catalytic domain, 10 µM (AID 606). Tyrosine-protein phosphatase non-receptor type 22 (Homo sapiens). recombinant LYP catalytic domain, DiFMUP fluorescence; higher % means a stronger effect. one-dose inhibition, % at 10 µM; IC50 in µM for titrated hits. 52,000 tested, under 10 active;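 active = IC50 under 40 µM in the dose-response test; inactive = IC50 of 40 µM or more, or never dose-tested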
HT1080 cytotoxicity = cytotoxicity in HT1080 fibrosarcoma cells, cell-based, fluorescence readout (AID 620); HT1080 viability, fluorescence; higher % means a stronger effect; cytotoxicity, % at 10 µM; hits with a dose series show EC50 in µM; actives 0.42% (n = 87,000);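 note: cells exposed to compound overnight then 4 h with Alamar Blue; 0% = vehicle DMSO and 100% = killing control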
MK inhibit = S. pneumoniae MK inhibitors, primary screen, biochemical, PK/LDH-coupled NADH absorbance; mevalonate kinase [Streptococcus pneumoniae D39]; actives 0.48% (n = 65,000); purified MK, PK/LDH-coupled NADH absorbance 340 nm; inhibition, % at 10 µM;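 active = ranked among the strongest by inhibition in the single 10 µM screen, a fixed top-ranked set picked for dose follow-up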; note: no value below 0 was filed
PMK inhibit = S. pneumoniae PMK inhibitors, primary screen, biochemical, mevalonate pathway, pilot trial included | purified PMK, PK/LDH-coupled NADH absorbance 340 nm | phosphomevalonate kinase (Streptococcus pneumoniae D39) | inhibition, % at 10 µM | actives 0.49% (n = 65,000) | AID 539, 2006;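 active = top-ranked compounds by inhibition in the single 10 µM screen, taking a fixed number of the strongest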;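 note: 0% = full reaction with DMSO carrier and 100% = background rate without enzyme reaction; no value below 0 was filed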
HPDE-C7K KRASV12 = cytotoxicity in KRAS-transformed pancreatic duct cells, primary screen, cell-based, fluorescence, HTS (AID 431); HPDE-C7K KRASV12 cells, Alamar Blue viability, 48 h; higher % means a stronger effect; one-dose cytotoxicity, % at 10 µM; EC50 in µM for titrated hits; actives 1.7% (n = 63,000);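 active = compounds whose percent cytotoxicity in the single-dose primary screen, scaled between solvent and toxic-drug controls, exceeds 50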;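 note: 0% = DMSO solvent wells and 100% = doxorubicin-treated wells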
Spn DPM-DC inh = S. pneumoniae DPM-DC inhibitors, primary screen, biochemical, PK/LDH-coupled NADH fluorescence; diphosphomevalonate decarboxylase (Streptococcus pneumoniae D39); purified DPM-DC; calls only at 10 µM; actives 0.49% (n = 65,000); AID 556, 2006;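 active = the 320 compounds with the highest percent inhibition in the single-dose primary screen, excluding strongly autofluorescent ones, cut at about 32% in these data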;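 note: kinetic rate of NADH fluorescence loss reporting ADP formed by the decarboxylase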
PMK inhibit pilot replicates = further read-out of PMK inhibit, marked with its call; inhibition, %; measured here: pilot screen replicates
MK inhibit pilot replicates = recorded beside MK inhibit, whose call it bears; inhibition, %; measured here: pilot screen replicates
Spn DPM-DC inh pilot screen % = also measured in Spn DPM-DC inh; calls as there; inhibition, %; measured here: pilot screen trials
The depositor's hits bear a star; i = inactive; . = not tested or not shown. Cut-off read from the data, not from the text of the source, unless noted: active = cytotoxicity above about 50%; inactive = the rest.

SMILES	Alkaline phosphatase	HPDE-C7 viability	Bfl-1 inhibitors	LYP phosphatase	HT1080 cytotoxicity	MK inhibit	PMK inhibit	HPDE-C7K KRASV12	Spn DPM-DC inh	others
Cc1cccc(N(CC(=O)NC2CCCCC2)C(=O)CCC(=O)Nc2cc(C)ccn2)c1	7%	-6%	-2%	-1%	5%	12	6	-11%	i
O=C1CC(N2CCOCC2)C(=O)N1c1cc(Cl)cc(Cl)c1 (stereo unspecified)	12%	-10%	1%	-2%	-8%	2	0	-14%	i
CN(C(=O)c1ccncc1)c1nnc(-c2ccncc2)s1	15%	-2%	-6%	10%	5%	7	9	0%	.
COc1ccc(CNC(=O)c2cc(C3CC3)on2)cc1	0%	-11%	-8%	6%	-3%	4	0	-8%	i
N#Cc1nc(-c2cccs2)oc1NCc1ccccc1	20%	-6%	-6%	1%	-2%	0	4	3%	.
CCOC(=O)c1c(C)oc(NC(=O)COc2ccc(Cl)cc2C)c1C#N	3%	8%	-4%	7%	5%	0	13	-12%	i
CCOc1ccc(N2C(=O)CC(N3CC(C)OC(C)C3)C2=O)cc1 (stereo unspecified)	6%	-3%	-4%	.	-9%	9	9	-11%	i	PMK inhibit pilot replicates=1.5;MK inhibit pilot replicates=6.0;Spn DPM-DC inh pilot screen %=1.5
COCc1nc(-c2cc(OC)c(OC)c(OC)c2)no1	2%	-19%	-1%	14%	3%	7	9	-20%	i
CCCOc1ccc(Cn2cnc3ccccc32)cc1	2%	4%	-5%	2%	-19%	6	1	-4%	i
Nn1c(SCC(=O)NC2CCCc3ccccc32)nnc1-c1cccs1 (stereo unspecified)	9%	4%	7%	0%	-6%	5	6	-1%	i
CC1Cc2ccccc2N1C(=O)COC(=O)c1ccc(S(=O)(=O)N(C)C)cc1 (stereo unspecified)	7%	-15%	-18%	.	3%	0	7	-17%	i
CCOc1ccccc1N1CCN(S(=O)(=O)c2cccs2)CC1	18%	8%	0%	10%	4%	6	4	5%	i
COc1ccccc1NC(=O)c1ccc(NC(=O)CSc2nnnn2C)cc1	8%	-4%	1%	4%	-3%	0	21	-13%	i	PMK inhibit pilot replicates=7.5;MK inhibit pilot replicates=0.0;Spn DPM-DC inh pilot screen %=0.0
CCOC(=O)CN(C(=O)CN1CCOCC1)c1ccc(Br)cc1	6%	-6%	3%	7%	5%	0	9	0%	i
CCC1CCCCN1C(=O)N[C@@H](CCSC)C(=O)OC (stereo partly specified)	3%	5%	-3%	.	-2%	6	1	-6%	i
Cc1cccc(N(CC(=O)NCc2ccccc2)C(=O)Cn2nnc(-c3ccc(C)o3)n2)c1	11%	5%	-10%	-1%	-5%	10	18	-15%	i
Cc1cccc(-c2nc(CS(=O)CC(=O)NCCCSC3CCCCC3)c(C)o2)c1 (stereo unspecified)	5%	56%*	1%	.	-12%	15	0	42%	i
COc1ccc(N2CCN(C(=O)CNC(=O)Cn3c(C)cc4ccccc4c3=O)CC2)cc1	7%	-12%	-4%	.	-1%	6	9	-5%	i
Cc1cc(N2CCN(C)CC2)nc2ccc(NC(=O)CCC(=O)NCc3ccco3)cc12	5%	-4%	-4%	.	-4%	7	6	-3%	i
Cc1ccc(-c2noc(CCCC(=O)Nc3cccnc3)n2)cc1	10%	18%	-3%	5%	-20%	8	7	14%	i
Cc1cc(C(=O)Nc2sc(C)c(C)c2C#N)c(C)o1	6%	5%	-7%	.	13%	10	7	7%	i
CCOC(=O)C(C(=O)OCC)N(C#N)c1nc(SC)nc(N(C)C)n1	4%	-4%	2%	12%	-13%	17	13	-23%	i
Cn1c(=O)[nH]c(=O)c2c1nc1n2CCCS1	9%	6%	9%	5%	35%	3	12	14%	i
O=C(CSc1nc2ccccc2s1)N1CCN(C(=O)c2ccco2)CC1	11%	-9%	-4%	14%	6%	0	12	-3%	i	PMK inhibit pilot replicates=2.0;MK inhibit pilot replicates=0.0;Spn DPM-DC inh pilot screen %=0.5
CN(C)/C=c1\sc2c(C#N)cc(C(=O)c3ccc(Br)cc3)n2c1=O	14%	-30%	-69%	-10%	0%	5	0	-20%	i	PMK inhibit pilot replicates=0.0;MK inhibit pilot replicates=0.5;Spn DPM-DC inh pilot screen %=0.0
CC1C2CC(C(CN(C)C)/C2=N/O)C1(C)C (stereo unspecified)	10%	-7%	-8%	.	9%	7	11	-7%	i
Cc1ccc(-c2cc(-c3ccccc3Cl)[nH]n2)c(O)c1	-1%	67%*	-10%	.	17%	6	0	60%*	i
CC(C)C(=O)Nc1ccc(C(=O)NCc2cccnc2)cc1	20%	45%	1%	-5%	-5%	13	10	41%	i	PMK inhibit pilot replicates=0.0;MK inhibit pilot replicates=0.0;Spn DPM-DC inh pilot screen %=0.0
N#CC1=C2SCN(Cc3ccco3)CN2C(=O)CC1c1ccc(Cl)cc1 (stereo unspecified)	1%	-10%	3%	6%	0%	9	12	-10%	i
Cc1ccc(S(=O)(=O)N2CCN(S(C)(=O)=O)C2)cc1	11%	-23%	-3%	6%	13%	8	3	-12%	i
CCOc1ccccc1C1C(C(N)=O)=C(C)Nc2nc(-c3ccc(OC)cc3)nn21 (stereo unspecified)	13%	-4%	3%	.	-1%	8	12	-4%	i
CC(C)(C)NC(=O)NC(=O)COc1ccccc1C#N	4%	-11%	-3%	.	-6%	7	14	2%	i	PMK inhibit pilot replicates=2.0;MK inhibit pilot replicates=0.0;Spn DPM-DC inh pilot screen %=1.0
COc1ccc(CCNC(=O)CN(C2CCCCC2)S(C)(=O)=O)cc1OC	4%	-1%	0%	5%	12%	0	4	4%	i
COCCNS(=O)(=O)c1cc(F)ccc1OC	22%	0%	4%	7%	-5%	6	2	17%	i	PMK inhibit pilot replicates=1.0;MK inhibit pilot replicates=0.0;Spn DPM-DC inh pilot screen %=1.0
COc1ccc(C)cc1-n1nnnc1SCc1cc(=O)n2cc(C)ccc2n1	12%	9%	-3%	10%	0%	0	12	8%	i
Nc1ccc(CN2CCN(c3ccc4ccccc4n3)CC2)cc1	10%	-11%	3%	3%	-3%	5	7	-13%	i

Part of the list above in order of molar mass, ascending.
SMILES	Alkaline phosphatase	HPDE-C7 viability	Bfl-1 inhibitors	LYP phosphatase	HT1080 cytotoxicity	MK inhibit	PMK inhibit	HPDE-C7K KRASV12	Spn DPM-DC inh	others
Nc1ccc(CN2CCN(c3ccc4ccccc4n3)CC2)cc1	10%	-11%	3%	3%	-3%	5	7	-13%	i
N#CC1=C2SCN(Cc3ccco3)CN2C(=O)CC1c1ccc(Cl)cc1 (stereo unspecified)	1%	-10%	3%	6%	0%	9	12	-10%	i
CCOc1ccccc1C1C(C(N)=O)=C(C)Nc2nc(-c3ccc(OC)cc3)nn21 (stereo unspecified)	13%	-4%	3%	.	-1%	8	12	-4%	i

(cont.)
SMILES	Alkaline phosphatase	HPDE-C7 viability	Bfl-1 inhibitors	LYP phosphatase	HT1080 cytotoxicity	MK inhibit	PMK inhibit	HPDE-C7K KRASV12	Spn DPM-DC inh	others
O=C(Cc1ccc(Cl)c(Cl)c1)OCC(=O)c1ccc[nH]1	7%	-10%	-7%	10%	7%	2	8	-11%	i
CSc1ccc(S(=O)(=O)NCc2ccc(Cl)cc2)cc1	24%	3%	-7%	21%	4%	7	3	-6%	i
CCCn1c(=NC(=O)c2ccc3c(c2)OCO3)c(C#N)cc2c(=O)n3cccc(C)c3nc21	11%	-14%	0%	3%	13%	7	13	-8%	i
CCOCCCNC(=O)C1CCCN1S(=O)(=O)c1ccc(Cl)cc1 (stereo unspecified)	9%	-14%	-4%	10%	-11%	3	2	-8%	i
O=C(Nc1ccc(N2CCN(C(=O)c3ccc(Cl)cc3)CC2)cc1)c1cccnc1	8%	1%	8%	6%	-4%	0	0	18%	i
COC(=O)CCSCC(=O)Nc1nnc(C)s1	11%	-6%	0%	2%	-5%	4	1	-1%	i
CCOc1cccc(C2C(C(=O)c3ccc(C)o3)=C(O)C(=O)N2Cc2ccncc2)c1 (stereo unspecified)	8%	-14%	4%	.	-1%	0	16	-14%	i
CCOC(=O)c1cc2occc2n1CC(=O)N1CCOCC1	10%	-5%	-7%	13%	12%	0	0	4%	i
CC1(C)CC(NC(=O)CC2CCCCC2)CC(C)(C)N1	9%	5%	-10%	4%	25%	0	10	31%	i
CCOCC(=O)Nc1c(C(=O)Nc2ccc(OC)cc2OC)oc2ccccc12	9%	-23%	-5%	15%	-11%	6	11	-14%	.	PMK inhibit pilot replicates=3.0;MK inhibit pilot replicates=0.0
CC1CCCCN1c1nc(-c2ccncc2)nc2ccccc12 (stereo unspecified)	13%	-42%	0%	1%	-28%	10	7	-34%	i
COc1cc2c(cc1OC)CN(Cc1cccs1)CC2	11%	.	-1%	.	5%	48*	13	.	i
Cn1c(=O)cc(OCCCC(=O)Nc2cccnc2)c2ccccc21	6%	-4%	-10%	.	3%	0	9	4%	i
Cc1ccc(NC(=O)c2cc(S(=O)(=O)N3CCC4(CC3)OCCO4)ccc2F)cc1	7%	-15%	2%	5%	1%	12	19	4%	i	PMK inhibit pilot replicates=4.0;MK inhibit pilot replicates=0.0;Spn DPM-DC inh pilot screen %=0.0
COCCCNC(=O)c1ccccc1SC	4%	10%	-4%	78%	-1%	3	7	-3%	i
O=C(O)CSc1nnc(Cc2ccccc2)n1Cc1ccccc1	8%	-6%	1%	.	3%	7	15	-10%	i
O=C(NCCCN1CCCC1=O)c1cccnc1	10%	-7%	-4%	.	-1%	2	0	-4%	i	PMK inhibit pilot replicates=2.0;MK inhibit pilot replicates=4.0;Spn DPM-DC inh pilot screen %=2.0
COc1ccc(C(=O)Nc2ccc(Cl)c(Cl)c2)c(OC)n1	14%	9%	3%	0%	-1%	1	15	1%	i	PMK inhibit pilot replicates=3.0;MK inhibit pilot replicates=0.0;Spn DPM-DC inh pilot screen %=6.5
CCc1cccc(CC)c1N(COC)C(=O)Cn1c(C(C)O)nc2ccccc21 (stereo unspecified)	4%	-4%	5%	4%	2%	5	12	7%	i
Cc1nnc(SCc2cccs2)[nH]c1=O	.	.	.	9%	-8%	4	1	.	i
Cc1c(C#N)c2ncn(CCCN(C)C)c(=O)c2n1-c1ccccc1	6%	.	-5%	.	0%	9	10	.	i
CCN1C(=O)c2cccc3c(S(=O)(=O)Nc4ncccc4C)ccc1c23	2%	24%	6%	2%	24%	6	3	33%	i
COC(=O)c1ccccc1NC(=O)c1ccccc1NS(C)(=O)=O	7%	11%	2%	12%	-1%	11	13	9%	i
